GPT2 inh: blocks human glutamate pyruvate transaminase 2; Recombinant GPT2, coupled pyruvate oxidase/HRP Amplex Red fluorescence; Potency, µM (titrated, usually from 57.7 µM), for inactives: top-dose activity change, negative = inhibition, most hits filed as inhibitors; 0.25% of 100,000 active; further: potency means the concentration at half of the fitted maximal effect; nearly all actives have a fitted effect of over 60% in size; many of its hits are not listed in these tables
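Fluorescence of coupled pyruvate oxidase/HRP/Amplex Red system (50uM Amplex, 30 min, dark) reports pyruvate formed by GPT2. Enzyme reaction: 10ng/uL GPT2, 2mM L-alanine, 250uM a-KG, 30 min room temperature, pH 7.5; 50uM AOA control.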
NIH3T3 tox: cytotoxic compounds in NIH 3T3 cells; NIH 3T3 viability, CellTiter-Glo ATP luminescence, 48-72 h; Potency, µM (doses to about 96.7 µM), inactives show top-dose activity change, negative = cytotoxicity, hits mostly inhibitors; 4.3% of 94,000 active; AID 1345082; further: potency means the concentration at half of the fitted maximal effect; nearly all actives have a fitted effect of over 55% in size
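First NIH 3T3 cells are plated at 400 cells/well; next compound is pinned in; then plates incubate 48 or 72 hr at 37 °C; finally CellTiter-Glo is added and luminescence read after 10 min.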
FLuc inh: inhibitors of firefly (Photinus pyralis) luciferase. P08659. purified P. pyralis luciferase, luminescence, biochemical. 2.5% of 76,000 active. Potency, µM (series often up to 115 µM), for the others: top-dose activity change, negative = inhibition, hits mostly inhibitors; further: potency means the concentration at half of the fitted maximal effect; nearly all actives have a fitted effect of over 65% in size
Target sequence (P08659 whole entry, looked up): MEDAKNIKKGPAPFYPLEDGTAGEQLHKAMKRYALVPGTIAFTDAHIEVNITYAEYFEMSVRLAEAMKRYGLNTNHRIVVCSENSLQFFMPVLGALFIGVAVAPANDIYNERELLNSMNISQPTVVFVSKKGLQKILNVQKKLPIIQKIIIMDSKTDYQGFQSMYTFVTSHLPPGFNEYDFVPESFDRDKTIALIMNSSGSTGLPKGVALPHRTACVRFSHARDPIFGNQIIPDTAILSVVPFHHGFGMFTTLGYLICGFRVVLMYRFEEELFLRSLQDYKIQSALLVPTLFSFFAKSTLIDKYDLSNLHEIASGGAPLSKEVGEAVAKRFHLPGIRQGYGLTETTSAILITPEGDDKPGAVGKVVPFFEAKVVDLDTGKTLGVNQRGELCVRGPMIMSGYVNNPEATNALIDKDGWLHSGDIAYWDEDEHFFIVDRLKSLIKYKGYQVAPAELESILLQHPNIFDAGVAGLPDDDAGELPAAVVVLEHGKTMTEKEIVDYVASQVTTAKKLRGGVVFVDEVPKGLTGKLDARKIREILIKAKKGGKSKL
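FLuc 10nM, D-luciferin 10uM, ATP 10uM, Mg acetate 10mM, Tris acetate pH 7.5, Tween/BSA; cpd qHTS; enzyme added last; CCD luminescence.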
SNCA viab count: reduces viability of HEK-293 SNCA reporter cells; HEK-293-SNCA-luc viability, GF-AFC fluorescence, 24 h; 0.12% of 150,000 active; AID 1671193; Potency, µM (doses to about 57.1 µM), without a hit: at the highest dose activity change, negative = cytotoxicity, most hits filed as cytotoxic;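 further: potency means the concentration at half of the fitted maximal effect; 0% = DMSO-treated cells and -100% = medium-only wells without cells; nearly all actives have a fitted effect of over 30% in size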
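HEK-293-SNCA-luc cells (1500/well) plated 24 h, then exposed 24 h to a dilution series; GF-AFC added 30 min at 37C, fluorescence 405/540 nm; normalised to medium-only and DMSO wells, Hill fit.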
IP6K1 inh: inhibitors of human IP6K1; 0.81% of 140,000 active; AID 1645851; IP6K1 kinase, ADP-Glo luminescence, 2 h; active compounds read low; activity change, % (series mostly up to about 58 µM); Q92551; in the data active means activity change below about -25%
Target sequence (Q92551 whole entry, looked up): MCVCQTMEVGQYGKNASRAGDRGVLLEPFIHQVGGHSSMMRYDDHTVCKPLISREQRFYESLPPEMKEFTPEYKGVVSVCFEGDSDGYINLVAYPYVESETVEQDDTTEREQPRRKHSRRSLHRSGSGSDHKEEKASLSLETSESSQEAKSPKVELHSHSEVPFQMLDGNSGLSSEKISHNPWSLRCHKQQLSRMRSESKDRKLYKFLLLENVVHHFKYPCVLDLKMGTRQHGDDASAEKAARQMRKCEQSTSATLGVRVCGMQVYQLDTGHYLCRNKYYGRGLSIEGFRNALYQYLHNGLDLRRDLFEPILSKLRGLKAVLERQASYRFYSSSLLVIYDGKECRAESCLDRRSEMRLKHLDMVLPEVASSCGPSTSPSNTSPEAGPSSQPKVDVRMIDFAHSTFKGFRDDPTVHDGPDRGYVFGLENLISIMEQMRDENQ
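ADP-Glo luminescence measures ADP made by human IP6K1 during a 2 h RT reaction with ATP/IP6 (mix at 1.3 mM/130 uM); top library doses 57.5 and 19.1 uM final.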
HEK cytotox: HEK 293 cell cytotoxicity. HEK 293 viability, ATP luminescence (CellTiter-Glo), 48-72 h. 6.6% of 94,000 active. Potency, µM (titrated, usually from 115 µM), without a hit: at the top dose activity change, negative = cytotoxicity, actives largely listed as inhibitors; further: potency means the concentration at half of the fitted maximal effect; nearly all actives have a fitted effect of over 60% in size
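Read-out: CellTiter-Glo ATP luminescence. Cells: HEK 293, 250 cells/well. Exposure: 48 or 72 hr, 37 degree Celsius.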
SNCA expr inh: inhibitors of alpha-synuclein (SNCA) gene expression; Potency, µM (doses to about 57.2 µM), for inactives: at the highest dose activity change, negative = inhibition, hits mostly inhibitors; 0.17% of 140,000 active; HEK-293 SNCA-luciferase knock-in, luminescence, 24 h; AID 1671194;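 further: potency means the concentration at half of the fitted maximal effect; plate controls were DMSO cells for no effect and cell-free wells for full effect; nearly all actives have a fitted effect of over 45% in size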
* hit, by the source's call; i = inactive; ? = inconclusive; · = not tested or not shown; [ ] = remark or other dose. Unless noted, the call rests on the fitted dose curve; in most records, active means well fitted curve in the direction sought with a large enough effect; inconclusive means small, poorly fitted or top-dose-only effect, or another doubt; inactive means no such curve, though single readings can be large; an effect the other way counts as inactive or inconclusive. Unless noted, on the % scale 0 is the no-effect control and ±100 the full control effect. An excerpt, so the mix of outcomes need not match the whole.

SMILES	GPT2 inh	NIH3T3 tox	FLuc inh	SNCA viab count	IP6K1 inh	HEK cytotox	SNCA expr inh
COCCNC(=O)C1N(C(C)C)C(=O)C12CCCCC2 (configuration not stated)	i	-18%	-4%	5%	7	-10%	0%
COc1ccc(-c2noc([C@@H]3CCCN3C(=O)c3ccc(Cl)cc3)n2)cc1	i	-17%	-10%	-10%	3	?	13%
COCc1nn(CC(=O)NCc2ccc(C)o2)c(=O)n1-c1ccccc1	-31%	-9%	-5%	-3%	27	-7%	-16%
CSc1ccc(-c2cccc(C(=O)NCC(=O)N3CCC(c4ccccc4)CC3)c2)cc1	i	-46%	·	4%	10	?	-13%
CCCN1CCN(C(=O)Cn2ncc3c4ccccc4n(Cc4cccc(Cl)c4)c3c2=O)CC1	·	·	·	-6%	6	·	?
CN1C[C@@H](NC(=O)Nc2ccc(F)cc2F)C[C@H]1c1nc(-c2ccncc2)no1	i	?	?	-2%[87.6 µM]	4	?	72%[activator][87.6 µM]
Cc1cccc(C(=O)NCC(c2ccc3c(c2)OCO3)N2CCOCC2)c1 (configuration not stated)	·	·	·	-5%	-8	·	-8%
Cc1ccc(C(=O)N2CCOC(CN(Cc3ccco3)C(=O)c3ccc(F)cc3)C2)cc1 (configuration not stated)	i	-11%	-13%	9%	2	?	-3%
CC1CCCC(C)N1C(=O)c1ccc2oc(-c3ccnc(Cl)c3)nc2c1 (configuration not stated)	i	-19%	·	1%[12.5 µM]	2	-11%	9%
COCCC(=O)N1CCCC(Cc2nc(C3CCOCC3)no2)C1 (configuration not stated)	-15%	i	9%	2%	2	3%	9%
O=C(NCCC1CCN(C(=O)Nc2ccc(F)cc2)CC1)c1ccco1	i	-9%	-2%	7%	12	-1%	13%
CCN(Cc1ccccc1)C(=O)Cn1c(=O)n(-c2cccc(C)c2)c(=O)c2c1c1cc(C)ccc1n2C	·	·	·	-1%	-8	·	-4%
Cc1nc(-c2ccc(C)c(S(=O)(=O)N3CCC(C(=O)NCc4ccc(Cl)cc4)CC3)c2)no1	·	·	·	13%	10	·	-9%
O=C(CC1CCN(S(=O)(=O)c2ccc3c(c2)CCCC3)C1)NCc1ccccc1 (configuration not stated)	i	?	-6%	-7%[12.5 µM]	-22	?	-20%
COc1cc(NC(=O)NC(C)c2c(-n3cccc3)sc3c2CCN(C)C3)cc(OC)c1 (configuration not stated)	·	·	·	-16%	18	·	?
O=C(c1cccc(Cl)c1)N1CCC(n2cc(-c3nc(-c4ccccc4)no3)nn2)C1 (configuration not stated)	i	?	?	?	-13	40µM*	-26%
Cc1cccc(N2CCN(C(=O)Nc3ccc(F)cc3)CC2C)c1 (configuration not stated)	·	·	·	1%	11	·	1%
COc1ccc(C(=O)N[C@@H]2CCC[C@@H]2C(=O)NCc2cccc(OC)c2OC)cc1	3%	-5%	3%	?	21	-21%	-5%
COc1cccc(N2C(=O)NC(=NC3CCCC3)C23CCCN(Cc2cccn2C)C3)c1 (configuration not stated)	i	?	·	-11%	-6	?	-18%
COc1ccc(Nc2ncc3c(n2)CCN(Cc2sccc2C)C3)c(OC)c1	·	·	·	-5%	-4	·	7%
O=C(Nc1ccc([C@H]2OCC(=O)N(CC3CCCCC3)[C@@H]2CO)cc1)c1ccccn1	-9%[88.5 µM]	?	?	0%[87.6 µM]	4	?	-12%[87.6 µM]
Cn1ccnc1CN1C[C@@H]2C[C@H]1C(=O)N(Cc1cccnc1)c1ccccc1O2	0%[88.5 µM]	i	-3%[172 µM]	4%[87.6 µM]	12	i	-8%[87.6 µM]
O=C(Nc1nccs1)[C@@H]1O[C@H](CCN2CCCCC2)CC[C@@H]1O	-10%[88.5 µM]	-3%[174 µM]	-6%[172 µM]	-1%[87.6 µM]	5	-1%[172 µM]	-7%[87.6 µM]
c1cncc(Nc2cc3c(cn2)CN(CC2CCOCC2)CCN3)c1	-10%[88.5 µM]	?	?	7%[87.6 µM]	-16	-26%[172 µM]	-1%[87.6 µM]
COc1ccc(Cn2c(=O)c(C(=O)N3CCN([S+](=O)([O-])c4cccs4)CC3)nc3cccnc32)cc1	i	-19%	·	-4%	5	-30%	-1%

(next part)
SMILES	GPT2 inh	NIH3T3 tox	FLuc inh	SNCA viab count	IP6K1 inh	HEK cytotox	SNCA expr inh
COc1ccccc1-c1c[nH]c2ncc(-c3cncc(C(=O)N(C)C)c3)cc12	?	·	·	-8%	-1	·	·
COc1ccc(N2C(=O)CSC23C(=O)N(C)c2ccccc23)cc1Cl (configuration not stated)	·	·	·	-1%	-26*	·	-14%
COc1ccc(-n2c(SCC(=O)NCc3ccc(Cl)cc3)nc3ccsc3c2=O)cc1	·	·	·	-9%	-16	·	2%
C[S+](=O)([O-])N1Cc2ccccc2CC2(CCCCN2Cc2ccccn2)C1 (configuration not stated)	-14%	-4%	·	10%	-12	-8%	-11%
CN1C(=O)C(c2ccccc2)CC12CCN(C(=O)C1CCC1)CC2 (configuration not stated)	i	-3%	7%	2%	-5	-6%	-16%
CCCNC(=O)N(C1CCOCC1)C1CCN(C(=O)c2ccc3ncccc3c2)CC1	i	i	3%	7%	9	6%	-9%
CCc1ccc(-c2nn(CC(=O)NC3CCCC3)c3c2cnc2ccc(F)cc23)cc1	·	·	·	-4%	17	·	113%[activator]
c1cc(-c2nnc([C@H]3CCN(CC4CCCCC4)C3)o2)ccn1	-10%[88.5 µM]	-13%[138 µM]	-11%[172 µM]	-6%[87.6 µM]	1	-13%[172 µM]	2%[87.6 µM]
Cc1nc2scc(CC(=O)NC3CC3)n2c(=O)c1-c1cc(C)n(-c2ccccc2F)n1	?	-12%	-7%	?	0	-13%	-8%
Cc1c(C(=O)N(Cc2ccccc2F)C2CCS(=O)(=O)C2)oc2ccc(F)cc12 (configuration not stated)	·	·	·	?	15	·	41%[activator]
COc1cc(NC(=O)COc2ccc(-c3nnc4n3CCCC4)cc2)cc(OC)c1OC	-1%	?	-2%	5%	1	-23%	13%
Cc1nnc([C@@H]2CC(F)(F)CN2C(=O)Cc2c[nH]c3ccccc23)o1	4%	1%	6%	-1%	23	-4%	4%
COc1cc(CNC(=O)c2ccc3c(c2)NC(C)(CNc2ccccc2)CO3)cc(OC)c1 (configuration not stated)	3%	?	3%	-7%	-10	35µM*	?
CCOCCCNC(=O)c1cnc2sc(N3CCCCCC3)nn2c1=O	·	·	·	-7%	21	·	5%
O=C(C1CCCN(C2CCN(c3nnnn3-c3ccccc3)CC2)C1)N1CCCC1 (configuration not stated)	-1%	1%	-5%	6%	-4	i	3%
Oc1cc(-c2csc3ccccc23)cc2c1OCCNC2	i	?	4%	2%	7	20µM*	0%
CN(Cc1cccc2cnccc12)C(=O)C(c1ccccc1F)N(C)C (configuration not stated)	-14%	-9%	-3%	-9%	38	?	2%
Cc1ccc(Cc2c(C)nc3nc(SCC(=O)NC4CCC(C)CC4)nn3c2C)cc1 (configuration not stated)	·	·	·	-15%	-1	·	-9%
CCOc1ccccc1-c1noc(CSc2nnc(-c3ccccc3)n2-c2ccc(F)cc2)n1	·	·	·	16%	-3	·	13%
CN(C)CCN(Cc1ccco1)C(=O)c1oc2ccccc2c1NC(=O)c1ccccc1	·	·	·	-14%	18	·	9%
CCOC(=O)[C@H]1[C@@H](O)C(=O)N(C(C)C)C12CCN(C(=O)c1csc(-c3cccs3)n1)CC2	·	?	·	·	26	2%	·
C=CCNC(=O)CCc1c(C)nn(-c2ccccc2)c1Oc1ccccc1F	i	?	-5%	-7%	-11	?	3%
CS(=O)(=O)c1ccc(CN2C[C@@H]3OCC(=O)N(CC(N)=O)[C@@H]3C2)cc1	3%[88.5 µM]	4%[174 µM]	-6%[172 µM]	4%[87.6 µM]	-1	i	-3%[87.6 µM]
Cc1cc(C)c2c(n1)SCC(=O)N2CC(=O)Nc1ccccc1C	·	·	·	10%	-15	·	24%
COCCOc1ccc2c(n1)CCN(C(=O)NCCC(C)C)C2	-6%	-20%	14µM*	-11%[12.5 µM]	-11	-15%	117%[activator]

Entries above that contain an NH in an aromatic ring:
SMILES	GPT2 inh	NIH3T3 tox	FLuc inh	SNCA viab count	IP6K1 inh	HEK cytotox	SNCA expr inh
COc1ccccc1-c1c[nH]c2ncc(-c3cncc(C(=O)N(C)C)c3)cc12	?	·	·	-8%	-1	·	·
Cc1nnc([C@@H]2CC(F)(F)CN2C(=O)Cc2c[nH]c3ccccc23)o1	4%	1%	6%	-1%	23	-4%	4%

(list continues)
SMILES	GPT2 inh	NIH3T3 tox	FLuc inh	SNCA viab count	IP6K1 inh	HEK cytotox	SNCA expr inh
CC1(C)S[C@@H]2[C@H](NC(=O)[C@H](N)c3ccc(O)cc3)C(=O)N2[C@H]1C(=O)O	i	·	·	31%	16	·	·
COCCNC(=O)C1CCCN(c2ccnc3ccnn23)C1 (configuration not stated)	i	-24%	·	5%	1	-4%	-2%
O=C(CCCn1c(=O)[nH]c2ccsc2c1=O)N1CCN(c2ccc(Cl)cc2)CC1	·	·	·	-3%	-7	·	-3%
c1cncc(C2=NOC3(CCCN(Cc4cccc5ccccc45)C3)C2)c1 (configuration not stated)	i	?	·	-5%	-4	?	-2%
O=C1CCN(C(=O)c2nccc3ccccc23)CCOCCN1	i	-11%	-2%	-3%	8	0%	15%
O=C(c1ccco1)N1CCC2(CC1)CC(OCC1CC1)CCO2 (configuration not stated)	-10%	i	-9%	1%[12.5 µM]	5	5%	14%
O=C(NCC(c1cccs1)S(=O)(=O)c1cccs1)c1ccccc1 (configuration not stated)	·	·	·	9%	6	·	11%
CC(=O)c1cc(C(=O)N2CCc3c(nc[nH]c3=O)C2)c(=O)[nH]c1C	-15%	-1%	10%	2%	-7	-6%	-12%
C[C@@H]1CN(CC(=O)Nc2ccc3c(c2)Cc2cccc(-c4cc(=O)cc(N5CCOCC5)o4)c2S3)C[C@H](C)O1	i	·	·	-8%	·	·	-8%
COCC(=O)NC1CCC12CCN(C(=O)c1ccoc1)CC2 (configuration not stated)	-24%	i	-5%	7%	-10	i	11%
CCOC(=O)COc1cc(C)c(Cl)cc1C(=O)c1ccn2nc(-c3ccc(OC)cc3)cc2n1	·	·	·	4%	6	·	-1%
COc1cc(O)c(C(=O)c2ccccc2)cc1S(=O)(=O)O	4%	·	·	-8%[23.9 µM]	-3	·	-37%[25.6 µM]
Cc1cccc(N2CCN(S(=O)(=O)c3ccc(F)c(C(=O)Nc4ccc(C(C)C)cc4)c3)CC2)c1C	·	·	·	0%	-3	·	17%
O=C(Cc1cccnc1)N1C[C@@H](COCC2CC2)[C@H](c2ccccn2)C1	4%	3%	5%	1%	-4	i	11%
CNC(=O)N1CCC(C2CCN(C(=O)CCc3cccc(OC)c3)C2)CC1 (configuration not stated)	i	-8%	-1%	9%[12.5 µM]	-1	?	-1%

Screening data (PubChem BioAssay)
